tim10-1 inh: tim10-1 yeast growth inhibition; S. cerevisiae tim10-1 ts strain growth, BacTiter-Glo, 24 h; inhibition, % at 20 µM; 330,000 compounds, 2.2% hits; AID 463190;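 active = inhibition of at least 40%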;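 also: mutant grown at 25 °C; 0% = DMSO wells with yeast and 100% = wells holding no yeast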
hIAP block: blocks human intestinal alkaline phosphatase | P09923 | purified IAP, CDP-Star luminescence, 30 min | inhibition, % at 10 µM | 330,000 compounds, 0.12% hits;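 active = inhibition reaching a set limit with compound at 10 µM in the primary screen, cut at about 35% in these data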;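 also: plate controls were DMSO wells with enzyme for no effect and no-enzyme buffer wells for full effect; values of inactives mirror those of a sister screen read the other way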
Target sequence (P09923 whole entry, looked up): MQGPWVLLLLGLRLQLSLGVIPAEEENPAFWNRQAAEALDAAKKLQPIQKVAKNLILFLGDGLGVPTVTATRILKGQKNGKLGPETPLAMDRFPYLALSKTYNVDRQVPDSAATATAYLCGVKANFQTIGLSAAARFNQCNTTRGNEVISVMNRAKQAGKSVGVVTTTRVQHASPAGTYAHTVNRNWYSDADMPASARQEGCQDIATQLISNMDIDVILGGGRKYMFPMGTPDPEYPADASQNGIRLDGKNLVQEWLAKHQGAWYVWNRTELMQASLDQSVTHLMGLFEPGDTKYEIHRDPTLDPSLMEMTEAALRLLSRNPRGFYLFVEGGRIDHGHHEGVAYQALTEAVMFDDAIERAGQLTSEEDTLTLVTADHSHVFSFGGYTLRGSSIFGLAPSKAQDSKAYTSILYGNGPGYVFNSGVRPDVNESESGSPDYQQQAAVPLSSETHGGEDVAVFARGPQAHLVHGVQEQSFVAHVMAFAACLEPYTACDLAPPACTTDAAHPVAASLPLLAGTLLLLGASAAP
A3G deaminase: inhibitors of human APOBEC3G DNA deaminase; Q9HC16; 330,000 compounds, 0.28% hits; recombinant A3G, ssDNA deamination FAM/TAMRA fluorescence; inhibition, % at 20 µM;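 active = inhibition of at least 40% at 20 µM, with no more than 30% in the related APOBEC3A deaminase screen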;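 also: plate controls were DMSO wells with A3G for no effect and wells lacking A3G enzyme for full effect; some compounds called inactive have numbers as strong as hits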
Target sequence (Q9HC16 whole entry, looked up): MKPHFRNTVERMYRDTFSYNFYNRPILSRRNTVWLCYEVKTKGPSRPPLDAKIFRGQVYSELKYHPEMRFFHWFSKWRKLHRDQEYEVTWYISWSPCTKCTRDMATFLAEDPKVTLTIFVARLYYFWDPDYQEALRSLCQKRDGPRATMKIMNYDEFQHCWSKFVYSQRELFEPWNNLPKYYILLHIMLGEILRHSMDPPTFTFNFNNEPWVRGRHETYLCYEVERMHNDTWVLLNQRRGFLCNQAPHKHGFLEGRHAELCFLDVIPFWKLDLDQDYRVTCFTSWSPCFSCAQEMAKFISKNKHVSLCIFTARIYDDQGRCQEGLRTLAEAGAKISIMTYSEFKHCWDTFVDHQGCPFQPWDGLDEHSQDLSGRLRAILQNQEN
TIM10 inh: inhibits growth of TIM10 yeast strain; inhibition, % at 10 µM; 330,000 compounds, 1.4% hits; S. cerevisiae TIM10 strain growth, BacTiter-Glo luminescence, 24 h;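 active = inhibition of 40% or more at the single tested concentration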;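 also: wild-type TIM10 isogenic control strain grown at permissive 25 °C; 0% = DMSO yeast wells and 100% = minimal medium wells without yeast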
mIAP block: blocks mouse intestinal alkaline phosphatase; AID 2806; purified mouse IAP, CDP-Star luminescence, 30 min; inhibition, % at 10 µM; 330,000 compounds, 0.2% hits;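 active = inhibition of at least 40% at 10 µM in the primary screen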;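 also: plate controls were DMSO with enzyme for no effect and no enzyme wells for full effect; values of inactives mirror those of a sister screen read the other way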
MIN6 prolif: MIN6 beta-cell proliferation induction | MIN6 cells proliferation, ATPlite luminescence, 48 h; cells starved in 0.2% serum; 100% = growth in 10% serum | proliferation, % at 10 µM | 330,000 compounds, 0.29% hits;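 active = compounds whose signal lies at least 3.5 SD above the mean of all wells on their plate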;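 also: 0% = DMSO-treated cells in low-serum medium and 100% = 10% serum control; some compounds called inactive have numbers as strong as hits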
APOBEC3A inh: blocks human APOBEC3A ssDNA deamination; P31941; recombinant A3A, FAM/TAMRA ssDNA deamination fluorescence; inhibition, % at 20 µM; 330,000 compounds, 0.41% hits;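 active = at least 40% inhibition at 20 µM here, with at most 30% in a related deaminase screen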;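 also: plate controls were A3A with DMSO for no effect and wells lacking A3A enzyme for full effect; some results filed as inactive read as strong as hits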
Target sequence (P31941 whole entry, looked up): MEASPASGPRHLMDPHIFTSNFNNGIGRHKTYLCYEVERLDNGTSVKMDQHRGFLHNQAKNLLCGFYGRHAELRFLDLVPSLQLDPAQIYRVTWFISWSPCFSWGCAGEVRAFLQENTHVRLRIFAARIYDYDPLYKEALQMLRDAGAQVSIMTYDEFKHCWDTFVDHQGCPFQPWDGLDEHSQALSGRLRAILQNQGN
mIAP activ: increases mouse intestinal alkaline phosphatase activity. muIAP, CDP-Star luminescence, 30 min; stronger effect = higher value; 1 = vehicle-only enzyme signal, 0 = enzyme-free wells. activation factor at 10 µM. 330,000 compounds, 0.24% hits. AID 2805;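 active = activation factor of at least 2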; also: the source names both 10 and 20 µM as test concentration; values of inactives mirror those of a sister screen read the other way
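Assay system: mouse IAP enzyme; reagent: chemiluminescent substrate CDP-Star; dosing: test compounds delivered from DMSO solution; schedule: 30 min at room temperature; measured by: luminescence from enzymatic CDP-Star hydrolysis; controls: DMSO-only wells and no-enzyme negative control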
NALP3 yeast inh: blocks the NALP3 inflammasome reconstituted in yeast | Yeast reconstituted NLRP3/ASC/caspase-1, beta-gal luminescence, 24 h | inhibition, % at 10 µM | 330,000 compounds, 0.39% hits | AID 2825;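 active = inhibition of 50% or more; inactive = inhibition below 50%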;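 also: plate controls were induced DMSO wells for no effect and uninduced yeast grown without galactose for full effect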
Numbers without * were called inactive.

SMILES | tim10-1 inh | hIAP block | A3G deaminase | TIM10 inh | mIAP block | MIN6 prolif | APOBEC3A inh | mIAP activ | NALP3 yeast inh
Cc1cc(=O)oc2cc(NC(=O)c3cc([N+](=O)[O-])ccc3N3CCOCC3)ccc12 | 14 | 6 | 5 | 4 | 0 | -1 | -4 | 1 | 3
CC(C(=O)N1CCN(C=O)CC1)N1C(=O)c2ccccc2C1=O (stereo not drawn) | 7 | 10 | -3 | 7 | -5 | -1 | -3 | 1.1 | 6
O=c1c2ccc(Cl)cc2[nH]c(=S)n1Cc1cccnc1 | 10 | -11 | -4 | -29 | -7 | -2 | -3 | 1.1 | 8
COC(=O)c1cc(Cn2nc(C(=O)O)c3ccccc3c2=O)oc1C | -3 | 5 | -6 | 5 | 4 | -2 | -1 | 0.96 | 1
CC(=O)N1c2ccc(Cl)cc2C2OCCC2C1c1ccco1 (stereo not drawn) | 23 | -36 | -2 | 2 | -21 | 0 | -1 | 1.2 | -6
Cc1cc(NC(=O)c2cc(-c3ccc(OC(C)C)cc3)nc3ccccc23)no1 | 14 | 12 | -2 | -3 | 10 | 0 | -3 | 0.9 | -1
Cc1onc(C(=O)N2CCN(c3ccccc3F)CC2)c1-c1ccccc1Cl | 11 | -4 | 1 | 18 | -4 | 0 | 2 | 1 | 14
O=C(NC1CCN(Cc2ccccc2)CC1)C1CCCN(c2nnc(-n3cccc3)s2)C1 (stereo not drawn) | -25 | 8 | -10 | -6 | -8 | 2 | -1 | 1.1 | 3
COc1ccc(NC(=O)Nc2cnccn2)c(OC)c1 | -4 | -8 | -5 | 6 | 8 | 3 | -3 | 0.92 | 8
CCSc1cc(C2C(C#N)=C(N)OC(C)=C2C(=O)OC)c(C)o1 (stereo not drawn) | 19 | 3 | -4 | 23 | -4 | -2 | 0 | 1 | 7
O=C(NCc1ccc(F)cc1)c1ccc(S(=O)(=O)Nc2cccc(C(F)(F)F)c2)cc1 | 2 | 4 | -9 | -23 | -2 | -4 | -3 | 1 | 7
COc1ccc(/C=N/NC(=O)c2ccco2)cc1COc1ccc(F)cc1 | 5 | 5 | -3 | 7 | 4 | 4 | 2 | 0.96 | 12
COc1cccc(C(=O)N(C)CC(=O)Nc2cccc3ccccc23)c1 | 15 | 7 | 0 | 7 | 11 | -3 | -2 | 0.89 | 7
CCN(CCCNC(=O)CCn1c(=O)[nH]c2ccccc2c1=O)c1ccccc1 | 10 | -5 | -5 | 0 | -2 | 1 | -2 | 1 | 9
COc1ccccc1-c1ocnc1C(=O)Nc1ccc(N2CCOCC2)cc1N1CCOCC1 | 9 | 13 | -6 | -5 | -8 | 2 | -4 | 1.1 | 0
Cc1ccc(C)c(N(CC(=O)NC2CCCC2)C(=O)CCC(=O)Nc2nccs2)c1 | 15 | -11 | -10 | 10 | 2 | 1 | -3 | 0.98 | 1
CSc1ccc(CN2CCN(CC=C(C)C)C(CCO)C2)cc1 (stereo not drawn) | 5 | -3 | -5 | -12 | 3 | -2 | -3 | 0.97 | -4
O=C(Cc1ccccc1F)NNC(=O)c1cccs1 | -3 | -10 | -6 | -14 | 8 | -1 | 1 | 0.92 | 14
COc1ccc(CC2(CO)CCN(Cc3ccncc3)CC2)cc1 | 6 | -2 | -5 | -11 | 0 | -3 | 2 | 1 | 8
CCOC(=O)C1CCN(C(=O)c2ccc3c(=O)n4c(nc3c2)CCCCC4)CC1 | -7 | -2 | -7 | -8 | -2 | 5 | -3 | 1 | 11

Reformatted: entries from further up
Screens in order – tim10-1 inh | hIAP block | A3G deaminase | TIM10 inh | mIAP block | MIN6 prolif | APOBEC3A inh | mIAP activ | NALP3 yeast inh
O=c1c2ccc(Cl)cc2[nH]c(=S)n1Cc1cccnc1
    10 | -11 | -4 | -29 | -7 | -2 | -3 | 1.1 | 8
COC(=O)c1cc(Cn2nc(C(=O)O)c3ccccc3c2=O)oc1C
    -3 | 5 | -6 | 5 | 4 | -2 | -1 | 0.96 | 1

Other results follow:
SMILES | tim10-1 inh | hIAP block | A3G deaminase | TIM10 inh | mIAP block | MIN6 prolif | APOBEC3A inh | mIAP activ | NALP3 yeast inh
CCCC(=O)NC(=S)Nc1ccccc1N1CCOCC1 | 34 | -15 | -6 | 22 | 8 | -1 | 0 | 0.92 | -1
O=C(CP(=O)(c1ccccc1)c1ccccc1)Nc1nc2ccc(Cl)cc2s1 | 16 | 17 | -8 | 19 | 3 | -3 | -3 | 0.97 | 13
CC(C(=O)Nc1ccc(F)c(F)c1F)N(C)CC(=O)Nc1ccccc1Br (stereo not drawn) | 19 | 9 | -7 | 16 | 7 | -1 | -3 | 0.93 | -5
COc1ccc(N2CCN(Cc3nc(-c4ccc(Cl)cc4Cl)no3)CC2)cc1 | 33 | 9 | -7 | 40 | 6 | -3 | -3 | 0.94 | 12
C=CCn1c(COc2cccc(C)c2C)nnc1SCC(=O)N1CCN(c2ccccc2)CC1 | 18 | -14 | -5 | 7 | -13 | -5 | -5 | 1.1 | 5
O=S(=O)(Nc1cccc(-c2ccc3nncn3n2)c1)c1ccc(Cl)s1 | 5 | -8 | -1 | 0 | -3 | 2 | 0 | 1 | 5
COc1ccccc1C(=O)Nc1ccnn1C1CCN(CC2CC=CCC2)CC1 (stereo not drawn) | 7 | -18 | -4 | 3 | -1 | 6 | -1 | 1 | 9
CC(C)(C)c1ccccc1OCCOCCNCc1ccccc1 | 1 | 10 | -10 | 8 | 0 | 0 | -3 | 1 | 27
CCN1CCN(c2ccc(NC(=O)c3cc(S(=O)(=O)N4CCCC4)ccc3Cl)cc2)CC1 | -14 | 21 | -4 | -1 | 7 | -5 | -1 | 0.93 | 11
COC(=O)c1cc(C)sc1NC(=S)N1CCN(CCc2ccccc2)CC1 | 17 | -5 | -3 | -8 | 6 | -4 | 2 | 0.94 | -7
COc1ccc(/C(O)=C/c2nc3ccc(C(=O)NCCc4cccc(C)c4)cc3[nH]c2=O)cc1OC | 19 | -5 | -6 | 7 | 14 | 0 | 4 | 0.86 | 7
COC(=O)c1cn(NC(=O)c2ccncc2)c(=O)c2ccccc12 | -4 | 5 | -1 | -2 | -14 | 2 | -2 | 1.1 | 13
Cc1cccc(C)c1NC(=O)C(c1cccc([N+](=O)[O-])c1)N(C)C(=O)c1ccccn1 (stereo not drawn) | 12 | 10 | -6 | -2 | -4 | -3 | 0 | 1 | 13
CCCC[C@@H]1C=C(C(=O)O)[C@H](c2ccc3c(c2)OCO3)N1S(=O)(=O)c1ccc(C)cc1 | 1 | 4 | -6 | 7 | 5 | 0 | -3 | 0.95 | 1
COc1ccc(C(=O)Nc2nc(C)c3cc4c(cc3n2)OCO4)cc1 | 4 | 10 | -9 | 5 | 12 | 1 | -4 | 0.88 | 3
CC(C)c1c(C(=O)N/N=C/c2cccnc2)nnn1-c1nonc1N | -1 | -6 | 7 | 9 | 6 | -5 | -4 | 0.94 | -2
COC(=O)/C(C#N)=C(/Nc1ccc(F)c(Cl)c1)C(F)(F)F | 11 | 6 | -14 | 8 | 2 | 0 | -5 | 0.98 | 7
CCOc1ccc2cc(C3CC(c4ccco4)=NN3S(C)(=O)=O)c(=O)[nH]c2c1 (stereo not drawn) | 2 | -10 | 8 | 7 | 3 | 0 | 5 | 0.97 | 16
Cc1sc(NC(=O)c2ccc3ncsc3c2)c(C(N)=O)c1C | -11 | -1 | -14 | -11 | 6 | 0 | -2 | 0.94 | 20
O=C(NC1CCCCC1)C1CCN(c2nnnn2-c2ccccc2)CC1 | -12 | 4 | -6 | 10 | -6 | -3 | -2 | 1.1 | -2
CCC(NC(=O)c1cc(COc2ccc(C)nc2)on1)c1ccc(C)cc1 (stereo not drawn) | 18 | -43 | -2 | -4 | 1 | -1 | -3 | 0.99 | 35
COc1ccc(S(=O)(=O)N2CCOCC2)cc1NC(=O)c1ccc(OC(F)F)cc1 | 16 | -34 | 5 | 6 | -6 | -3 | 5 | 1.1 | 9
Cc1occc1C(=O)NNS(=O)(=O)c1ccc(Cl)cc1 | -8 | 5 | -1 | -2 | -7 | -4 | 2 | 1.1 | -12
C=CCn1c(=O)/c(=C/c2ccc(F)cc2)s/c1=C(\C#N)c1nnc2n1CCCCC2 | 33 | -8 | -2 | 44* | 11 | -3 | 0 | 0.89 | 8
O=C(COc1ccccc1)Nc1cccc(S(=O)(=O)N2CCCC2)c1 | 17 | 4 | -13 | 18 | -7 | 2 | -4 | 1.1 | 1
CCN(Cc1ccc(Cl)s1)C(=O)c1cccc(OCc2c(C)noc2C)c1 | -3 | 5 | -1 | 1 | 1 | -2 | 28 | 0.99 | 16
COc1ccc(N2CCN(C(=O)c3ccc(F)cc3)CC2)c([N+](=O)[O-])c1 | 3 | 2 | -10 | -6 | 15 | 0 | -2 | 0.85 | 20
COc1cc(S(=O)(=O)N2CCCCC2)ccc1NC=O | 13 | 1 | 1 | -15 | -4 | -3 | 3 | 1 | 9
Clc1cccc(Nc2c3c(nc4ncnn24)CCC3)c1 | 18 | 5 | -4 | 21 | -1 | 1 | 0 | 1 | -17
COc1ccc(NC(=O)COC(=O)CCSc2ccccc2)cc1OC | 9 | 4 | -8 | -3 | -19 | 2 | -5 | 1.2 | 5
OCC[C@H]1C[C@H](O)[C@@H](O)[C@@]2(OCc3ccccc32)O1 | 6 | -3 | -16 | 6 | 7 | -4 | -6 | 0.93 | 18
Cc1ccc(S(=O)(=O)NCCC(=O)Nc2cccc(S(=O)(=O)N3CCCC3)c2)cc1C | 25 | -4 | 4 | 8 | -11 | -2 | 1 | 1.1 | 10
O=C(c1csc2c1CCCC2)N1CCN(c2ccccc2)CC1 | 37 | -1 | -5 | 15 | -1 | -1 | 1 | 1 | 12
C#CCn1c(=NC(=O)c2ccc(Cl)s2)sc2cccc(OC)c21 | 20 | 12 | -8 | 9 | 15 | -5 | -5 | 0.85 | -1
CC(NC(=O)C1CCCN(S(=O)(=O)c2cnc[nH]2)C1)c1ccccc1 (stereo not drawn) | 9 | 1 | 0 | -3 | 1 | -4 | -1 | 0.99 | 3
COc1ccc(-c2noc(N3CCC(C(=O)NC(C)c4ccccc4)CC3)n2)cc1 (stereo not drawn) | 19 | 3 | 5 | -6 | -12 | 2 | 4 | 1.1 | 2
COc1cccc(CNC(=O)COC(=O)C2CC3CCCC(C2)C3=O)c1 (stereo not drawn) | 22 | -70 | 0 | 10 | 2 | -1 | -5 | 0.98 | -2
O=C(COC(=O)CNC(=O)C1CCCCC1)NCc1ccccc1 | -12 | -8 | -1 | 9 | 2 | -1 | 4 | 0.98 | 13
O=C(c1ccccc1)N(c1ccccc1)C1C=CS(=O)(=O)C1 (stereo not drawn) | -9 | -74 | -5 | -5 | -11 | -3 | -5 | 1.1 | 5
COC(=O)c1ccccc1NC(=O)Nc1cc(C)cc(C)n1 | -2 | 14 | 1 | -7 | 5 | -2 | 5 | 0.95 | -1
O=C(NC12CC3CC(CC(C3)C1)C2)c1cc([N+](=O)[O-])ccc1Cl | 24 | -18 | -6 | 14 | 5 | -2 | -6 | 0.95 | 10
COc1cc(OC)c(C(=O)Nc2ccc(S(=O)(=O)Nc3ncccn3)cc2)cc1OC | 2 | -13 | -6 | 3 | 3 | 0 | 0 | 0.97 | 3

Ordered by the number under A3G deaminase (rising): 4 from the list above
SMILES | A3G deaminase
Cc1ccc(C)c(N(CC(=O)NC2CCCC2)C(=O)CCC(=O)Nc2nccs2)c1 | -10
O=C(NCc1ccc(F)cc1)c1ccc(S(=O)(=O)Nc2cccc(C(F)(F)F)c2)cc1 | -9
COc1ccc(CC2(CO)CCN(Cc3ccncc3)CC2)cc1 | -5
COC(=O)c1cn(NC(=O)c2ccncc2)c(=O)c2ccccc12 | -1
